# NR3A LBD binder – modulators (binders) of human NR3A ligand-binding domain. actives 2.5% (n = 340,000). NR3A LBD differential scanning fluorimetry, Tm shift; 0% = protein alone, 100% = glycine-bound protein. Tm shift relative to glycine control, % at 25 µM;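 active means melting temperature shift of at least 10% of the positive control shift, at one fixed dose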
# NALP3 yeast inh – NALP3 inhibition in yeast | Yeast reconstituted NLRP3/ASC/caspase-1, beta-gal luminescence, 24 h | inhibition, % at 10 µM | actives 0.39% (n = 330,000) | AID 2825;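 active means inhibition of 50% or more; inactive means inhibition below 50%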;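 further: plate controls were induced DMSO wells for no effect and uninduced yeast grown without galactose for full effect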
# Mdm2 MdmX PPI – inhibitors of human Mdm2/MdmX interaction; O15151+Q00987; SaOS-2 split-luciferase Mdm2/MdmX complementation, luminescence; inhibition, % at 8 µM; actives 3% (n = 330,000); AID 485346;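 active means inhibition of at least 50% at 8 µM in the primary screen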
# Target sequence (O15151 whole entry, looked up): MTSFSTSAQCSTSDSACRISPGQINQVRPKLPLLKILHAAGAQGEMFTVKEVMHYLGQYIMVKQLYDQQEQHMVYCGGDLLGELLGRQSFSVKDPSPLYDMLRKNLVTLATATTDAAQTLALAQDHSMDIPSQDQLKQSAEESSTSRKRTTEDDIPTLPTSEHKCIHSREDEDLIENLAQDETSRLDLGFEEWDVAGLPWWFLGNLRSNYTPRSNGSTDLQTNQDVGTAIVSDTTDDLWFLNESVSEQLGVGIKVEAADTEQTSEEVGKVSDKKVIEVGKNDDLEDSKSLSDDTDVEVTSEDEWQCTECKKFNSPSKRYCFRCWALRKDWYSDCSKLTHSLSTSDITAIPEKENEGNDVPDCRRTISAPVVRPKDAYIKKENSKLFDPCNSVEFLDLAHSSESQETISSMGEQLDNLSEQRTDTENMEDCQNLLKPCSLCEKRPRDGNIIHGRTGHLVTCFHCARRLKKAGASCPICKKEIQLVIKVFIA
# Target sequence (Q00987 whole entry, looked up): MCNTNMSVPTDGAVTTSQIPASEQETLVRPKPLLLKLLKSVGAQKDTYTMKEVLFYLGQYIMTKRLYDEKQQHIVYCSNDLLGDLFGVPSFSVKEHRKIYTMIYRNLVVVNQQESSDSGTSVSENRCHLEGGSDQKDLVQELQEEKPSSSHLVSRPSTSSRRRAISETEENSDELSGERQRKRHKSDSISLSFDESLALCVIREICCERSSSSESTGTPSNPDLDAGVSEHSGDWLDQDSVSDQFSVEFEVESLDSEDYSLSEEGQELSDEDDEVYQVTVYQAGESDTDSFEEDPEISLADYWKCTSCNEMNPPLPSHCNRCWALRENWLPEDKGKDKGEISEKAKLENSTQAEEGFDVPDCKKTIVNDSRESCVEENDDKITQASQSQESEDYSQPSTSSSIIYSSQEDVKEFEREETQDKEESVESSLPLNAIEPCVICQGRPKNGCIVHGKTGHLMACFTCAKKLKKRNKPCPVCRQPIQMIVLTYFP
# tim23-1 inh – inhibits growth of tim23-1 mutant yeast; inhibition, % at 20 µM; AID 463212; actives 1.3% (n = 330,000); S. cerevisiae tim23-1 growth, BacTiter-Glo luminescence, 24 h;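 active means growth inhibition of the mutant yeast at or above 50%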;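 further: temperature-sensitive mutant grown at 25 °C; plate controls were DMSO-treated mutant yeast for no effect and medium wells lacking yeast for full effect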
# tim10-1 inh – tim10-1 yeast growth inhibition. S. cerevisiae tim10-1 ts strain growth, BacTiter-Glo, 24 h. inhibition, % at 20 µM. actives 2.2% (n = 330,000);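 active means inhibition of at least 40%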;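 further: mutant grown at 25 °C; 0% = DMSO wells with yeast and 100% = wells holding no yeast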
# CHOP UPR activ – activators of apoptotic arm of unfolded protein response (CHOP); CHO-CHOP luciferase reporter, UPR activation, luminescence; percent of tunicamycin response over DMSO baseline; activation, % at 10 µM; actives 0.34% (n = 330,000); AID 449763;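 active means at 10 µM dose, activation of 40% or more, normalized to positive control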;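 further: 100% = tunicamycin at 10 µg/mL and 0% = DMSO alone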
#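 assay system = CHO CHOP reporter cells | amount = 500 CHO-CHOP cells per well | buffer or medium = F12 with 10% FBS | incubation = 16-18 h cell attachment, then 6 h compound exposure, 37 °C | detection = luminescence read with Steady-Glo | read-out = percent activation relative to tunicamycin control | controls = tunicamycin high control, DMSO low control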
# UPR XBP1 act – adaptive UPR (XBP1) activation; CHO-XBP1 luciferase reporter, IRE1-XBP1 UPR activation, luminescence; percent of tunicamycin response, DMSO as zero; activation, % at 20 µM; actives 0.33% (n = 330,000);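 active means versus positive control, 20 µM dose yields 30% or more activation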;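 further: 100% = tunicamycin at 10 µg/mL and 0% = DMSO only wells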
#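 Material: IRE1-XBP1 luciferase reporter CHO line / Quantity: one thousand reporter cells per well / Buffer or medium: F12 with 10% serum / Compound: 20 µM single concentration, DMSO 1% / Times: 6 h treatment, 37 °C / Detection: Steady-Glo luciferase glow luminescence, 10 min after reagent addition / Benchmarks: tunicamycin high, DMSO low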
# TIM10 inh – inhibits growth of TIM10 yeast strain | actives 1.4% (n = 330,000) | AID 463195 | inhibition, % at 10 µM | S. cerevisiae TIM10 strain growth, BacTiter-Glo luminescence, 24 h;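 active means inhibition of 40% or more at the single tested concentration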;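 further: wild-type TIM10 isogenic control strain grown at permissive 25 °C; 0% = DMSO yeast wells and 100% = minimal medium wells without yeast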
# APJ agonist – agonists of human APJ apelin receptor. CHO-K1 APJ PathHunter beta-arrestin, luminescence; 0% DMSO wells, 100% apelin. activation, % at 20 µM. actives 0.11% (n = 330,000). P35414;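 active means activation more than six SD over the plate average, tested at 20 µM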;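 further: 0% = DMSO alone and 100% = apelin-13 at 10 nM; some results filed as inactive read as strong as hits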
#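 system = engineered CHO-K1 APJ arrestin reporter cells | input = 1000 cells per well | timing = overnight seeding, 90 min compound at 25 °C, 1 h detection | measured by = enzyme-fragment complementation luminescence | read-out = beta-arrestin recruitment to APJ as agonist activity, luminescent signal | control set = negative DMSO alone, positive Apelin-13 at 10 nM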
# * = called active by the depositor; nt = no result given. Random draw from the library; any-hit rate near 8.2%.
SMILES,NR3A LBD binder,NALP3 yeast inh,Mdm2 MdmX PPI,tim23-1 inh,tim10-1 inh,CHOP UPR activ,UPR XBP1 act,TIM10 inh,APJ agonist
O=C(NC1CCCc2c1cnn2-c1ccc(F)cc1F)c1csnn1 (stereo unspecified),0,13,2,15,27,-1.0,-3,6,-4
O=C(NCC(O)CO)c1csc(Nc2cccc3ccccc23)n1 (stereo unspecified),0,23,28,2,-2,0.5,-3,-4,0
CN(C)S(=O)(=O)n1cc(/C=C(\NC(=O)c2ccccc2Cl)C(=O)NCCCN2CCOCC2)c2ccccc21,1,5,7,9,21,-1.6,-2,-4,6
CCSc1cc(C)nc2ncnn12,0,-1,15,2,-8,0.3,-9,-5,-3
COc1cc(C(=O)Nc2ccc3c(c2)OCO3)ccc1-n1cnnn1,-1,14,18,-5,11,1.0,0,-1,0
COc1ccc(-n2c(C)c([N+](=O)[O-])c3ccc(O)c(CN(C)C)c32)cc1,-1,20,79*,18,20,-3.4,-3,8,-6
Cc1ccc(SCCNCc2ccco2)cc1,-3,10,17,-1,-6,-0.4,-8,-1,0
COC(=O)[C@H]1CN(C(=O)c2ccccc2)C(=O)N1,1,14,11,-3,-15,0.7,-1,1,-4
CCC1=C(c2ccc(C)cc2)S(=O)(=O)N=C1N1CCC(C(=O)NCCCN2CCCCC2)CC1,-2,30,-13,12,1,0.2,-1,9,0
O=C(NN1CCCCC1)c1cnn2c(C(F)F)cc(-c3ccccc3)nc12,0,15,19,-11,-7,-1.7,-1,-9,-4
Cc1ccc(CNC(=O)CSc2nc(C)cs2)cc1,-2,22,11,8,-11,-0.2,-6,15,-3
Cc1nnc(NC(=O)CSc2ccccc2N)s1,-1,15,-8,5,-4,2.7,2,21,0

# Quoted at random: three entries already listed.
SMILES,NR3A LBD binder,NALP3 yeast inh,Mdm2 MdmX PPI,tim23-1 inh,tim10-1 inh,CHOP UPR activ,UPR XBP1 act,TIM10 inh,APJ agonist
O=C(NN1CCCCC1)c1cnn2c(C(F)F)cc(-c3ccccc3)nc12,0,15,19,-11,-7,-1.7,-1,-9,-4
CCSc1cc(C)nc2ncnn12,0,-1,15,2,-8,0.3,-9,-5,-3
COC(=O)[C@H]1CN(C(=O)c2ccccc2)C(=O)N1,1,14,11,-3,-15,0.7,-1,1,-4

# (continued)
SMILES,NR3A LBD binder,NALP3 yeast inh,Mdm2 MdmX PPI,tim23-1 inh,tim10-1 inh,CHOP UPR activ,UPR XBP1 act,TIM10 inh,APJ agonist
CC1=C(C(=O)OCc2ccc3c(c2)OCO3)C(c2ccc(O)c([N+](=O)[O-])c2)NC(=O)N1 (stereo unspecified),-2,3,51*,7,9,-0.8,-5,-9,-4
CC(C)(C)N1CC(C(=O)O)CC1=O (stereo unspecified),-1,17,0,-1,0,-1.1,-2,4,-3
Oc1ccc(-c2[nH]ncc2-c2cccc3cccnc23)c(O)c1,-1,6,30,7,13,0.2,-6,12,-1
O=C(Nc1nnc(C2CC2)s1)C1Cc2ccccc2CN1S(=O)(=O)c1cccs1 (stereo unspecified),-16,16,17,21,24,4.7,2,12,-4
C=CCN1C(=O)C(Cc2ccc(C)cc2)S/C1=N/N=C/c1ccco1 (stereo unspecified),0,19,16,3,12,-0.4,8,5,-3
FC(F)Oc1ccc(NC(=S)NCC2COc3ccccc3O2)cc1 (stereo unspecified),0,10,17,4,21,-2.2,-1,9,-3
O=C(Nc1ccc2snnc2c1)N1CCSCC1,-2,-9,7,14,0,1.4,-1,0,7
COc1ccccc1/C=N/Nc1nc(C)cc(C)n1,0,10,-12,-6,-3,3.5,3,11,-4
O=S(=O)(CCOc1ccccc1)N1CCOCC1,-1,15,-7,13,15,2.0,-1,2,7
Cc1ccc(NC(=O)CN(C)C(=O)COC(=O)CCS(=O)(=O)c2ccc(C)cc2)cc1,5,28,43,8,1,0.3,-6,4,-1
COc1ccc(C(C)(C)C)cc1NC(=O)c1cccc(S(=O)(=O)N2CCN(C(C)=O)CC2)c1,-1,0,-2,7,19,-1.8,-1,18,2
CCOP(=O)(OCC)c1nc(-c2ccc(C)cc2)oc1N1CCOCC1,-1,-11,-9,9,28,-1.0,-1,20,-4
CC(C)CN(C(=O)COC(=O)CSc1ccc(Br)cc1)C1CCS(=O)(=O)C1 (stereo unspecified),1,-1,0,22,0,-0.8,-3,5,-4
CCOC(CNc1cc(C)nc2c(-c3ccccc3OC)c(C)nn12)OCC,1,12,3,14,24,0.3,-3,16,-2
CN(C)c1nc(SCc2ccccc2Cl)nc2c1CCCC2,8,13,22,14,38,1.2,0,19,-5
NC(=O)N/N=C/c1ccc([N+](=O)[O-])o1,-2,24,32,11,4,-1.7,-3,0,6
CC(OC(=O)CCN1C(=O)C2CC=CCC2C1=O)C(=O)c1ccc(F)cc1 (stereo unspecified),0,14,-3,5,-10,0.4,-3,-6,-5
O=C(O)CSc1nnc(COc2cccc3cccnc23)n1-c1cccc(C(F)(F)F)c1,0,3,7,5,-2,-0.4,-4,6,-3
O=C(CNCc1ccccc1)Nc1ccccc1-c1ccccc1,-2,0,-28,17,29,-0.3,0,35,-1
CCOc1ccc2nc(NC(=O)C3=NN(c4ccccc4)C(=O)CC3)sc2c1,-2,15,-1,25,23,3.3,2,8,-2
COc1cccc2c1Oc1ncccc1N(C(=O)CCC(=O)NCc1ccccc1F)C2,-2,-8,2,2,2,0.7,-2,12,11
O=S1(=O)N=C2CCCCCN2C(c2ccc(F)cc2)N1 (stereo unspecified),-4,8,-10,4,-3,1.0,1,8,-1
O=C(Nc1ccc(Cl)cc1)C1=Cc2ccccc2OC1,20*,-5,-265,4,20,7.2,-2,16,-2
S=c1[nH]nc(COc2ccccc2)n1-c1ccccc1,0,-7,8,23,21,0.8,0,8,0
Oc1cc(-c2ccncc2)cc2cccnc12,-1,34,91*,39,4,70*,34*,-32,-3
COc1ccc(-c2nc(CN3CCN(C(=O)c4ccco4)CC3)c(C)o2)c(OC)c1C,-1,9,16,13,12,1.9,-2,12,-2
COc1nc(-c2ccccc2)cc(-c2ccc(OC)c(OC)c2)n1,-7,23,26,47,27,2.7,3,20,0
Cc1ccc(SCC(=O)O/N=C(\N)c2ccc([N+](=O)[O-])cc2)cc1,-2,17,0,15,22,-1.3,2,8,-1
CCN(CC)CCCN1C(=O)C(O)=C(C(=O)c2sc(C)nc2C)C1c1ccco1 (stereo unspecified),1,1,1,6,-5,-2.0,0,-8,-4
N#Cc1nc(COc2ccc(Cl)cc2)oc1N1CCCCCC1,-4,13,-2,23,9,5.0,-1,26,-2
CNC(=S)NC1CC2CCCC(C1)N2Cc1ccccc1OC (stereo unspecified),0,14,9,34,33,-1.9,-2,33,-1
Cc1nn(C)c2nc(-c3cccs3)cc(C(F)(F)F)c12,3,16,-1,4,25,-1.9,-1,9,-3
CCOc1ccc(NC(=O)CS(=O)(=O)c2cn(C)c3ccccc23)cc1,9,4,14,6,0,-0.1,-2,-4,2
COc1ccccc1NC(=O)C(CCS(C)(=O)=O)N1C(=O)c2ccccc2C1=O (stereo unspecified),2,-1,-31,17,7,3.3,-2,17,2
Cc1ccc(/C=C2/Sc3ccc(C(=O)N4CCN(c5ccccn5)CC4)cc3NC2=O)cc1,0,29,12,11,21,1.5,5,3,-2
CC(=O)Nc1sc(N/N=C\c2ccccc2F)nc1-c1cccs1,-9,6,10,28,9,4.8,3,8,0

# Some of these compounds in order of the Mdm2 MdmX PPI value, falling:
Compound,NR3A LBD binder,NALP3 yeast inh,Mdm2 MdmX PPI,UPR XBP1 act,TIM10 inh
CC(=O)Nc1sc(N/N=C\c2ccccc2F)nc1-c1cccs1,-9,6,10,3,8
CCN(CC)CCCN1C(=O)C(O)=C(C(=O)c2sc(C)nc2C)C1c1ccco1 (stereo unspecified),1,1,1,0,-8
Cc1ccc(SCC(=O)O/N=C(\N)c2ccc([N+](=O)[O-])cc2)cc1,-2,17,0,2,8

# Continuation.
SMILES,NR3A LBD binder,NALP3 yeast inh,Mdm2 MdmX PPI,tim23-1 inh,tim10-1 inh,CHOP UPR activ,UPR XBP1 act,TIM10 inh,APJ agonist
Cc1ccc(C)c(OCc2cc(C(=O)N3CCOCC3)no2)c1,2,14,-99,-2,0,19,-7,-3,4
COCCn1c(=NC(=O)CCS(=O)(=O)c2ccccc2)sc2cc(F)ccc21,-2,15,10,35,23,-0.5,-1,20,2
CC(Sc1nnc(Nc2ccccc2)s1)C(=O)NC1CCCc2ccccc21 (stereo unspecified),-25,-9,3,-4,19,0.1,-2,12,-4
O=C1NCC(COCc2ccco2)O1 (stereo unspecified),-1,16,13,12,5,0.8,-2,11,-3
Cc1cc(C)n(C(=O)CNc2cccc(Cl)c2C)n1,10*,6,10,15,23,0.1,0,-5,-1
COc1ccc(-n2c(CN3CCN(c4ccccn4)CC3)nc3ccc([N+](=O)[O-])cc3c2=O)c(OC)c1,-3,14,29,5,16,0.4,2,19,-1
CN(C)c1cccc(C(=O)NC2CCCc3ccccc32)c1 (stereo unspecified),0,17,-33,14,6,-0.7,0,-1,-1
C/C(=N\NC(=O)c1ccc(O)cc1)c1ccc(N2CCOCC2)cc1,6,-6,-13,10,-4,2.3,-4,-2,0
O=C(COc1ccccc1[N+](=O)[O-])NCc1cccnc1,0,10,3,8,11,-2.5,-1,6,4
CS(=O)(=O)N(CC(=O)NCc1ccco1)c1ccc(OCc2ccccc2)cc1,1,2,-3,8,18,0.8,0,22,-3
CN(C)S(=O)(=O)N1CCC(Oc2ccc(C(=O)NC3CCCCC3)cc2)CC1,-1,20,9,10,-7,-2.7,-6,1,-3
CCn1cc(C(=O)Nc2ccccc2)c(=O)c2ccc(C)nc21,nt,1,-12,2,8,2.6,0,4,0
CN(C)CCCNc1oc(-c2ccccc2Cl)nc1S(=O)(=O)c1ccc(F)cc1,-1,36,37,4,-2,0.1,-6,7,-2
CCN(c1ccccc1)S(=O)(=O)c1ccc(OC)c(N=N/C(C(=O)Nc2ccccc2)=C(/C)O)c1,-2,3,1,11,21,0.3,-1,-7,-2
Cc1ccc(S(=O)(=O)N2CCC(C(=O)N3CCN(Cc4ccccc4)CC3)CC2)cc1,1,5,19,13,17,-2.5,-1,4,-5
COc1ccc2c(c1)CCc1cc(C(=O)O)sc1-2,0,1,9,19,5,-0.5,2,8,0
Cc1cc(C)n(-c2ccc(NC(=O)C3CCCCN3C(=O)c3sccc3C)cc2)n1 (stereo unspecified),2,-2,-11,25,28,2.3,-2,9,-1
O=C(NCC1CCCO1)c1ccccn1 (stereo unspecified),0,-2,-3,7,3,0.6,2,10,-3
C=CCn1cnc2c(sc3nc(C)cc(C)c32)c1=O,1,19,15,2,-19,1.1,9,-8,-5
Cc1ccc(OCC(=O)Oc2cccc(C)c2C)cc1,0,10,6,4,5,-2.0,-3,-3,-2
Nc1nn(-c2ccccc2)nc1C(=O)OCc1ccccc1F,nt,-24,-26,-3,37,0.8,1,26,1
COc1ccc(S(=O)(=O)N2CCC(C(=O)Nc3ccccc3N3CCCCC3)CC2)cc1OC,-1,14,13,14,-6,1.3,-3,14,-2

# Screens from PubChem BioAssay.
